LDHA block = blocks human lactate dehydrogenase A; P00338; purified LDHA, NADH/diaphorase-resazurin fluorescence; hits give low values; activity change, % (values are at about 110 or 230 µM); 0.15% of 480,000 active; in the data active = activity change below about -30%; inconclusive = mostly about -25% to -30%;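 note: plate controls were DMSO wells for no effect and wells without enzyme for full effect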
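Human LDH5 (2 nM) was incubated with 0.06 mM NADH and 0.2 mM pyruvate for 5 min at room temperature in Tris pH 7.4. Remaining NADH was coupled through diaphorase/resazurin, and resorufin fluorescence was read at 0 and 20 min.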
D2 PAM = D2 dopamine receptor (human) potentiation; AID 485347; P14416; potentiation, % at 10 µM; HEK293 T-REx D2, calcium flux, EC20 dopamine potentiation; 0.34% of 340,000 active;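 active = potentiation over 3 SD above the plate norm, cut at about 30% in these data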; note: 0% is about no effect
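Using a no-wash calcium dye in inducible, force-coupled HEK293 Trex cells expressing D2, we tracked fluorescence each second for 180 s after compound, then for 180 s after EC20 dopamine to detect augmented signalling.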
D1 agonist = human D1 receptor agonism; AID 504660; activation, % at 2 µM; P21728; HEK293 T-REx D1 cells, calcium flux, agonist mode; 1% of 360,000 active; in the data active = activation above about 30%; note: 0% is about no effect
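Agonism was scored from calcium flux recorded over 180 s (1 read/s) after pintool compound addition, following a 10-cycle baseline. Cells were inducible force-coupled HEK293 TREx D1, plated overnight at 30 C and loaded with no-wash calcium dye.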
D1 antag = antagonists of human D1 dopamine receptor. P21728. HEK293 TREx D1 cells, calcium flux, dopamine EC80; hits give low values. activity change, negative = inhibition, % at 10 µM. 3.2% of 360,000 active. AID 504652; in the data active = activity change below about -30%; note: % is set by controls: 0 for no effect and ±100 for the full control effect
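Compound effects on dopamine-evoked calcium signalling were measured in tetracycline-induced HEK293 Trex D1 cells. Dopamine at EC80 followed a 180 s compound pre-read, and fluorescence was tracked kinetically for 180 s more.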
Glioma ERSR ind = ER stress response induction in glioma; U87-MG GRP78 promoter luciferase reporter, 16 h; Potency, µM, for the others: top-dose activation, hits mostly activators; 0.02% of 420,000 active; note: potency is the fitted concentration of half-maximal effect; series mostly up to about 76 µM; % of control where 0% means no effect; nearly all actives have a fitted effect of over 35% in size
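Stably transfected U87-MG glioma cells carrying a GRP78-based luciferase sensor; 16 h compound incubation. Luminescence end-point read 10 min after Bright-Glo addition at room temperature.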
D1 potentiator = human D1 dopamine receptor positive modulation. HEK293 TREx D1 cells, calcium flux, dopamine EC20 potentiation. potentiation, % at 10 µM. 0.036% of 360,000 active; in the data active = potentiation above about 30%; note: 0% is about no effect
Vif-A3F inh = blocks the Vif interaction with APOBEC3F; HeLa A3F-eYFP + Vif (tagged APOBEC3F with the HIV-1 protein that degrades it), YFP fluorescence increase; Potency, µM (top dose mostly 46.1 µM), for the others: at the highest dose activity, negative = active; 0.2% of 390,000 active; note: potency is the fitted concentration of half-maximal effect; % of control where 0% means no effect; nearly all actives have a fitted effect of over 65% in size
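HeLa cells stably expressing Vif plus C-terminally eYFP-tagged A3F were seeded, incubated overnight at 37 deg C, dosed with compound, incubated overnight again at 37 deg C. Yellow fluorescence (Ex 488/Em 500-530) reported blocked Vif-mediated A3F-eYFP degradation.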
Vif-APOBEC3G blk = inhibitors of Vif-APOBEC3G interaction; Q9HC16; HeLa A3G-eYFP + Vif (tagged APOBEC3G with the HIV-1 protein that degrades it), YFP fluorescence, overnight; Potency, µM (doses to about 46.1 µM), for the others: top-dose activity, negative = active, most hits filed as inhibitors; 0.076% of 410,000 active; AID 602310;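 note: potency is the fitted concentration of half-maximal effect; % is set by controls: 0 for no effect and ±100 for the full control effect; nearly all actives have a fitted effect of over 60% in size; hits raise eYFP signal because A3G escapes Vif-driven loss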
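Read-out is eYFP fluorescence (Ex 488/Em 500-530) from Vif-expressing HeLa A3G-eYFP cells; more signal means A3G escaped Vif-mediated degradation. Cells plated overnight, compound pinned in, incubated overnight at 37 deg C.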
RXFP1 ag = RXFP1 (human) receptor agonism. Q9HBX9. HEK293T-RXFP1 cAMP TR-FRET, 30 min; response scale: percent of porcine relaxin response, buffer zero. Potency, µM (series often up to 57.5 µM), without a hit: at the top dose activation, actives largely listed as activators. 0.3% of 370,000 active; note: potency is the fitted concentration of half-maximal effect; % is set by controls: 0 for no effect and ±100 for the full control effect; nearly all actives have a fitted effect of over 60% in size; many of its hits are not listed in these tables
Target sequence (Q9HBX9 whole entry, looked up): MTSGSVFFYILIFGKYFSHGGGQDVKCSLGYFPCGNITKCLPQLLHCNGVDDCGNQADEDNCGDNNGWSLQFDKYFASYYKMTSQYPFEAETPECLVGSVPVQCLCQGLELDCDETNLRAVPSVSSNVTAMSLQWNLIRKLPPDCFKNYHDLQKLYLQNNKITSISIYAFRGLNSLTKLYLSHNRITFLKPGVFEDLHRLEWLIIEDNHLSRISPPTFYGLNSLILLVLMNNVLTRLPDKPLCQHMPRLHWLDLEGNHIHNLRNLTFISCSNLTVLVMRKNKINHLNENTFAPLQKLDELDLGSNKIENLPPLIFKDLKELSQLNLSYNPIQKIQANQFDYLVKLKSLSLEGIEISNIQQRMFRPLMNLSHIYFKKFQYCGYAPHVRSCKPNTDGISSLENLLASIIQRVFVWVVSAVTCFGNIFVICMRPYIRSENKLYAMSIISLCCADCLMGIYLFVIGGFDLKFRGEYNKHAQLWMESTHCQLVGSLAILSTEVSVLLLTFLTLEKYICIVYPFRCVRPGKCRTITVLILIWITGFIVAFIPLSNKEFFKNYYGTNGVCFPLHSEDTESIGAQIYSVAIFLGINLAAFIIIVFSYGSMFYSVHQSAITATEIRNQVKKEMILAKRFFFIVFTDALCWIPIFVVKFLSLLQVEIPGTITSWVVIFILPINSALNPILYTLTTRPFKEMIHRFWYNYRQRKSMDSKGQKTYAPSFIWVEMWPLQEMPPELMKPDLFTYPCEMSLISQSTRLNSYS
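HEK293 cells stably expressing RXFP1, treated 30 min at 37C with compounds plus PDE4 inhibitor Ro 20174; cAMP measured by HTRF TR-FRET. Normalized to buffer and 29 nM porcine relaxin; EC50 by Hill fit.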
* hit, by the source's call; ? = inconclusive; / = not tested or not shown; & = joins results of further samples. Unless noted, calls come from the whole dose curve; as a rule, active = well fitted curve in the direction sought with a large enough effect; inconclusive = small, poorly fitted or top-dose-only effect, or another doubt; inactive = no such curve, though single readings can be large; an effect the other way counts as inactive or inconclusive.

Second line of a record – LDHA block | D2 PAM | D1 agonist | D1 antag | Glioma ERSR ind | D1 potentiator | Vif-A3F inh | Vif-APOBEC3G blk | RXFP1 ag
1	O=P(Oc1ccccc1)(Oc1ccccc1)N1CCOCC1
→ -4 | / | / | / | -4% | / | 2% | 4% | /
2	CN1C(=O)NC(=O)[C@]2(Cc3ccccc3N3CCN(c4ccccc4)CC32)C1=O (stereo partly drawn)
→ -1 | -11 | 1 | 3 | 7% | 1 | -18% | 0% | 0.5%
3	CCCOC(=O)C1C2CCC(O2)C1C(=O)O (stereo not drawn)
→ -4 | / | / | / | 1% | / | 5% | -6% | /
4	O=C1CN=C(c2ccccc2)c2ccccc2N1
→ -11 | -4 | 1 | 29 | -5% | 9 | 0% | -2% | 9.3%
5	CCNC(=O)C1OC(n2cnc3c(N)ncnc32)C(O)C1O (stereo not drawn)
→ -6 | / | / | / | -3% | / | 1% | -2% | /
6	CN1C(=O)C(=Cc2cc([N+](=O)[O-])ccc2N2CCCCC2)C(=O)N(C)C1=O
→ -7 | / | -1 | 2 | -4% | -3 | 11% | 2% | -0.2%
7	CCCCn1c(=O)c(C=Nc2cccnc2Cl)c(O)n(CCCCl)c1=O
→ -13 | 0 | 0 | 9 | -5% | -4 | ? | ? | -0.3%
8	COc1ccc(NP2(=O)OCC(C)(N)CO2)cc1 (stereo not drawn)
→ 8 | / | / | / | -2% | / | 7% | 0% | /
9	CCCCCCn1c(O)c(C=NC2CCN(Cc3ccccc3)CC2)c(=O)[nH]c1=O
→ -4 | 4 | 1 | -6 | -1% | 1 | / | 1% | 0.0%
10	CC/C(=N\N1CCCCCC1)c1c(O)n(-c2ccccc2C)c(=O)[nH]c1=O
→ -2 | -1 | 10 | -1 | -4% | -4 | -1% | 1% | 0.9%
11	O=c1[nH]c(CN2CC=C(c3ccccc3)CC2)nc2scc(-c3cccs3)c12
→ -5 | / | 3 | 3 | -5% | 0 | -6% | -18% | 16%
12	C[C@]12CC[C@@H](O)C[C@@H]1CC[C@@H]1[C@@H]2CC[C@]2(C)C(=O)CC[C@@H]12
→ -1 | 6 | 0 | -12 | -1%&-2% | -5 | 0% | -2% | 2.8%
13	NC(N)=N/N=C/c1ccc(N2CCOCC2)cc1
→ 0 | -6 | 3 | -6 | -5% | -4 | -7% | -16% | -0.3%
14	COC(=O)C1=C(c2ccc(F)cc2F)C[C@@H]2CC[C@H]1N2C(=O)NCc1ccc(F)cc1
→ -4 | -7 | 0 | -15 | -4% | -4 | 0% | 0% | -0.5%
15	CCC1(Oc2ccccc2)C(=O)NC(=O)NC1=O
→ 1 | / | / | / | -2% | / | -4% | 2% | /
16	Fc1ccc(CNCCc2ccccc2F)cc1
→ -4 | / | 4 | -11 | -4% | 3 | 5% | 0% | -2.0%
17	Cc1ccc(/C=C2\C(=O)NC(=S)N(c3ccc(F)cc3)C2=O)o1
→ 2 | 9 | 9 | -15 | 0% | 5 | ? | 0% | 0.9%
18	CCn1c(O)c(C=NCc2ccccc2)c(=O)[nH]c1=S
→ -12 | 3 | 2 | 1 | 1% | -10 | 1% | 0% | ?
19	O=c1[nH]c(=S)n(-c2ccccc2Cl)c(O)c1C=NCCN1CCNCC1
→ -2 | -6 | 1 | -4 | -6% | -2 | 1% | 1% | -0.1%
20	COC12CCC3(CC1C(C)(O)C(C)(C)C)[C@H]1Cc4ccc(O)c5c4[C@@]3(CCN1CC1CC1)C2O5 (stereo partly drawn)
→ -3 | / | / | / | -4% | / | -14% | -4% | /
21	COc1cc(OC)c(OC)cc1/C=C1/C(=O)NC(=O)N(Cc2ccccc2)C1=O
→ 5 | -7 | 3 | 19 | -4% | 3 | ? | 3% | -0.1%
22	CCC(=O)c1cn(Cc2ccccc2)c2ccccc12
→ -6 | -2 | 2 | 2 | 0% | -7 | -6% | -5% | 2.1%
23	COC(=O)C1=C(c2cc3ccccc3o2)C[C@@H]2CC[C@H]1N2C(=O)NCc1ccccc1
→ 1 | / | / | / | -6% | / | -2% | ? | /
24	Cc1ccc2c(c1)C1CN(C)CCC1N2C(=O)/C(C#N)=C/c1ccc2c(c1)OCO2 (stereo not drawn)
→ -2 | -9 | 1 | -14 | -1% | 2 | 1% | 0% | 3.3%
25	COc1ccc2c(c1)[C@]13CCCCC1C(C2)N(C)CC3 (stereo partly drawn)
→ -2 | / | / | / | -5% | / | 9% | -5% | /
26	O=C(O)c1nn(Cc2ccc(Cl)cc2)c2ccccc12
→ -9 | / | / | / | -1% | / | 0% | 1% | /
27	O=C1CN=C(c2ccccc2)c2ccccc2N1Cc1ccc(C(F)(F)F)cc1
→ -2 | -10 | 3 | -5 | 2% | -7 | -5% | -2% | -0.2%
28	O=C1NC2NC(=O)N([N+](=O)[O-])C2N1 (stereo not drawn)
→ -9 | 10 | 6 | 0 | -4% | 1 | 0% | 1% | 2.1%
29	CN1CC(C(=O)c2ccccc2)C(c2ccccc2)C1 (stereo not drawn)
→ -3 | -29 | 3 | -9 | -8% | -11 | 4% | 7% | -0.9%
30	COC(=O)C1=C(c2ccc(-c3ccccc3)c(F)c2)C[C@@H]2CC[C@H]1N2C(=O)N1CCc2cc(OC)c(OC)cc2C1
→ -3 | -4 | 6 | 13 | -2% | 0 | 2% | 0% | 0.3%

In the list so far, 4 have an aryl methoxy group:
Second line of a record – LDHA block | D2 PAM | D1 agonist | D1 antag | Glioma ERSR ind | D1 potentiator | Vif-A3F inh | Vif-APOBEC3G blk | RXFP1 ag
8	COc1ccc(NP2(=O)OCC(C)(N)CO2)cc1 (stereo not drawn)
→ 8 | / | / | / | -2% | / | 7% | 0% | /
21	COc1cc(OC)c(OC)cc1/C=C1/C(=O)NC(=O)N(Cc2ccccc2)C1=O
→ 5 | -7 | 3 | 19 | -4% | 3 | ? | 3% | -0.1%
25	COc1ccc2c(c1)[C@]13CCCCC1C(C2)N(C)CC3 (stereo partly drawn)
→ -2 | / | / | / | -5% | / | 9% | -5% | /
30	COC(=O)C1=C(c2ccc(-c3ccccc3)c(F)c2)C[C@@H]2CC[C@H]1N2C(=O)N1CCc2cc(OC)c(OC)cc2C1
→ -3 | -4 | 6 | 13 | -2% | 0 | 2% | 0% | 0.3%

Entries by screen from the entries so far.
RXFP1 ag, nos. 8–16, in order: /, 0.0%, 0.9%, 16%, 2.8%, -0.3%, -0.5%, /, -2.0%
D1 potentiator, nos. 8–16, in order: /, 1, -4, 0, -5, -4, -4, /, 3

Following part:
Second line of a record – LDHA block | D2 PAM | D1 agonist | D1 antag | Glioma ERSR ind | D1 potentiator | Vif-A3F inh | Vif-APOBEC3G blk | RXFP1 ag
31	O=P1(NCCCl)OCCCN1CCCl (stereo not drawn)
→ -13 | -3 | -1 | -7 | 3%&-1% | -2 | -3% | -3% | 0.2%
32	CC(=O)N1CN2CN(C(C)=O)CC(C(=O)c3ccccc3)(C2)C1
→ -2 | 2 | -1 | -12 | -5% | -2 | -7% | 3% | -0.1%
33	CC(C(O)c1ccccc1)N(C)CCn1cnc2c1c(=O)n(C)c(=O)n2C (stereo not drawn)
→ -6 | 10 | 3 | 1 | -5% | 5 | 4% | -3% | ?
34	O=C(c1cc(-c2cccc(Cl)c2)on1)N1CCOCC1
→ -1 | 13 | 0 | -5 | -1% | -5 | ? | 0% | 1.2%
35	O=c1c2ccccc2nc(N2CCCC2)n1-c1ccccc1
→ -1 | -5 | 0 | -19 | -3% | -9 | -3% | 2% | 2.1%
36	COC(=O)C1=C(c2ccc(OC)c(OC)c2)C[C@@H]2CC[C@H]1N2C(=O)NCc1cc(C)oc1C(F)(F)F
→ 0 | 2 | 0 | -1 | -4% | -1 | 2% | -5% | 0.5%
37	COC(=O)[C@@H](N)CCCN=C(N)N[N+](=O)[O-]
→ -10 | 17 | 4 | 7 | 2%&5%&-5%&-4%&-5%&-5% | 2 | -4% | 0% | -2.5%
38	COc1ccc(C2NCc3ccc4c(c3-n3cccc32)OCO4)cc1O (stereo not drawn)
→ 7 | / | 55* | -36* | -7% | -3 | -13% | ? | 2.5%
39	C=C[C@H]1CN2CC[C@H]1C[C@H]2[C@H](O)c1ccnc2ccccc12
→ -8 | 12 | -1 | 6 | 4% | -6 | 6% | -1% | -0.9%
40	c1cncc(C2CC(c3cccs3)n3ncnc3N2)c1 (stereo not drawn)
→ -10 | 10 | 0 | -9 | -1% | 1 | -1% | 2% | 0.6%
41	CN1CCN(c2ccc(N)cc2Cl)CC1
→ -2 | -15 | 6 | -27 | 9% | -16 | 2% | -1% | 3.8%
42	CCC1CN1P(=O)(N1CCCC1)N1CC1CC (stereo not drawn)
→ -5 | / | / | / | -3% | / | 5% | -1% | /
43	CC(=O)c1cccc(NC(=O)CSc2ncc3c(n2)-c2cc(Cl)ccc2N(Cc2ccccc2)S3(=O)=O)c1
→ -18 | 3 | 3 | -21 | 0% | 0 | 0% | 2% | ?
44	CC1OC(NCCc2ccccc2)C(O)C(O)C1O (stereo not drawn)
→ 1 | 3 | 1 | 17 | 0% | 0 | 2% | -5% | 0.1%
45	Cc1ccc2c(c1)C1CN(C)CCC1N2C(=O)COc1ccc(S(=O)(=O)N2CCOCC2)cc1 (stereo not drawn)
→ 1 | / | 2 | -19 | -2% | -5 | -8% | 2% | 0.7%
46	CCc1ccc(/C=C(/C#N)C(N)=S)cc1
→ -4 | / | 2 | -14 | 0% | 2 | 10% | -7% | -0.1%
47	O=C(c1ccco1)N1Cc2ccccc2-n2nncc2C1
→ -10 | / | / | / | -3% | / | -6% | -6% | /
48	CCC(=NCCCN1CCOCC1)c1c(O)n(-c2ccccc2C)c(=O)[nH]c1=O
→ -1 | / | 2 | -14 | -5% | -4 | 1% | 0% | 0.0%
49	N#C[C@H](O[C@@H]1O[C@H](CO[C@@H]2O[C@H](CO)[C@@H](O)[C@H](O)[C@H]2O)[C@@H](O)[C@H](O)[C@H]1O)c1ccccc1
→ 4 | / | / | / | -2% | / | -9% | 1% | /
50	COc1ccc(/C=C/C=C2C(=O)NC(=S)NC2=O)cc1
→ 0 | / | / | / | -4% | / | 0% | -6% | /

Screening results as filed in PubChem BioAssay.

Not all compounds are listed. The share of hits here may be higher or lower than overall.
